# Screening data as filed in PubChem.
# PTHR1 ag – agonists of human PTHR1 parathyroid hormone receptor | Q03431 | HEK293 GP2 PTHR1 cells, GloSensor cAMP luminescence, 1 h | Potency, µM (series often up to 115 µM), inactives show at the highest dose activation, actives largely listed as activators | hit rate 0.075% among 410,000 | AID 743266; note: potency is the fitted concentration of half-maximal effect; nearly all actives have a fitted effect of over 55% in size; some results filed as inactive show a strong effect at the top dose; inactives centre near -15; many of its hits are not listed in these tables
#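 HEK-293-derived GP2 cells expressing PTHR1 and a GloSensor cAMP reporter, 3,000/well, plated overnight, given luciferin plus IBMX (each 0.5 mM as added) for 1 h at 37 °C, then compound for 1 h at 37 °C. Luminescence was read after 15 min at room temperature.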
# D3 antag – D3 dopamine receptor (human) antagonism; P35462; hit rate 2.5% among 360,000; D3R cells, DiscoveRx beta-arrestin luminescence, antagonist mode; active compounds read low; max response, negative = inhibition, %; in the data active = max response below about -50%; inconclusive = no clear call, values can overlap the other calls; note: % is set by controls: 0 for no effect and ±100 for the full control effect; mostly tested at two doses, the higher about 12 µM
#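 Cells plated overnight at 1500 cells/well, then exposed to library compounds with dopamine controls for 90 minutes at 37 degrees C. DiscoveRx reagent added for 30–60 minutes at room temperature; luminescence read, quantitative HTS format.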
# CCT modulator – changes cytosolic chaperonin activity; AID 651819; activity change, % (no concentration beside the values), hits read low; purified chaperonin ATPase assay, HTRF ADP detection, 30 min; hit rate 0.3% among 360,000; in the data active = activity change below about -30%; note: % is set by controls: 0 for no effect and ±100 for the full control effect
#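 Enzyme 40 or 20 nM (batch-dependent) in Tris pH 7.4/KCl/MgCl2/DTT; cpd 76 uM single point; ATP 10 uM; 30 min 37 °C; Transcreener ADP HTRF detection, 30 min RT; ratio 665/615.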
# Mm-Cpn inhibitor – M. maripaludis TRiC chaperonin inhibition; purified Mm-Cpn ATPase, ADP Transcreener TR-FRET; Potency, µM (highest dose often 76.9 µM), for the others: at the top dose activity, negative = inhibition, usual class: inhibitors; hit rate 0.031% among 330,000; AID 504842; note: potency is the fitted concentration of half-maximal effect; % is set by controls: 0 for no effect and ±100 for the full control effect; nearly all actives have a fitted effect of over 80% in size
#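 Purified archaeal Mm-CPN (25nM final) preincubated 10 min at 37degC with compound, then 10uM ATP for 30 min at 37degC; ADP measured by HTRF Transcreener TR-FRET; buffer 30 mM TRIS pH 7.4, 100mM KCl, 5mM MgCl2, 1mM DTT.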
# pAkt inh – Akt phosphorylation inhibition; Neuro2A IGF-stimulated pAkt S473 HTRF, 20 min; active compounds read low; activity change, % for hits at 50 µM; hit rate 0.32% among 360,000; in the data active = activity change below about -80%; inconclusive = mostly about -51% to -80%; note: % is set by controls: 0 for no effect and ±100 for the full control effect
#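 Single-point screen (50 µM final compound) in Neuro2A cells stimulated 20 min with 6 nM IGF at 37 deg C. After lysis, Ser473-phosphorylated Akt read by HTRF (ex 330 nm, em 615/665 nm) as the 665/615 ratio.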
# D3 ag – agonists of human D3 dopamine receptor. AID 652048. max activation, %. hit rate 0.58% among 410,000. D3R DiscoveRx beta-arrestin cells, luminescence, 90 min. P35462; in the data active = max activation above about 30%; note: 0% is about no effect; mostly tested at two doses, the higher about 12 µM
#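 Agonist-mode cell screen: cells plated at 1500/well and incubated overnight at 37 °C, then exposed to library compounds for 90 min at 37 °C. Detection reagent was added for 30–60 min at room temperature, and luminescence was read.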
# EPAC2 agonist – agonists of human EPAC2 (RAPGEF4); EPAC2 activation, biochemical qHTS; response scale: 100% = 6.5 mM cAMP response; Potency, µM (top dose mostly 154 µM), without a hit: top-dose activation, actives largely listed as activators; AID 720711; Q8WZA2; hit rate 0.079% among 360,000; note: potency is the fitted concentration of half-maximal effect; nearly all actives have a fitted effect of over 50% in size
# Target sequence (Q8WZA2 whole entry, looked up): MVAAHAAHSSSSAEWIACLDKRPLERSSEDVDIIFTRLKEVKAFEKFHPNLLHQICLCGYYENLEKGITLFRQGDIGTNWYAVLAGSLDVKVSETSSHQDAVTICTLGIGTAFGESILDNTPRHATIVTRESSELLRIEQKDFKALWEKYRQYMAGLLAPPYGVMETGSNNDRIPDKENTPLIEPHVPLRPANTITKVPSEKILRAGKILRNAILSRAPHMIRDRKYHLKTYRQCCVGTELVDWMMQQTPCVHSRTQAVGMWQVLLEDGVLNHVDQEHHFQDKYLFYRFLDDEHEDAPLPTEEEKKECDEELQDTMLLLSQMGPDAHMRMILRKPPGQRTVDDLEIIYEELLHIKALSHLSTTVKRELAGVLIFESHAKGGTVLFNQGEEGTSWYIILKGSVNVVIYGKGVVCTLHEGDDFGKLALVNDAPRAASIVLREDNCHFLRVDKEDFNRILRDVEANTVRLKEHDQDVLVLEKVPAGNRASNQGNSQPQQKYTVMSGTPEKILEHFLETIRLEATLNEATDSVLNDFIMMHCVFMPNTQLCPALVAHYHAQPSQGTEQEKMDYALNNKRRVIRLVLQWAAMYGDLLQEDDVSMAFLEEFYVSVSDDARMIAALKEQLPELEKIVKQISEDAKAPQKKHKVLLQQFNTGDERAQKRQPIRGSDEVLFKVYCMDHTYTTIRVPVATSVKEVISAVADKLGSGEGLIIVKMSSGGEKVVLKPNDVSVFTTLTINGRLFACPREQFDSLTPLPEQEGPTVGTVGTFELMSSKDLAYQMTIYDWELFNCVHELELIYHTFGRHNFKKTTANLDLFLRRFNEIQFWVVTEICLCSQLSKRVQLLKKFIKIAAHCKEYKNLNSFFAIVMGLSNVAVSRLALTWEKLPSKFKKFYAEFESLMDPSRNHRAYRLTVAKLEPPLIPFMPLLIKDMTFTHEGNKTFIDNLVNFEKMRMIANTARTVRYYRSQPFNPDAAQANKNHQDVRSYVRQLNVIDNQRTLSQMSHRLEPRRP
#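 Fluorescence exchange assay: 100 nM EPAC2 with 250 nM RAP1B-BODIPY-GDP and 50 uM GDP; compounds tested as a concentration-titration series (qHTS). Loss of Rap1-bound BODIPY-GDP fluorescence read at 480/540 nm; data normalized to 6.5 mM cAMP.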
# EPAC2 antagonist – blocks human EPAC2 exchange factor; EPAC2 GEF exchange of Rap1B-BODIPY-GDP, fluorescence; Potency, µM (titrated, usually from 114 µM), for inactives: at the highest dose activity, negative = inhibition, actives largely listed as inhibitors; hit rate 0.18% among 360,000; AID 720708; note: potency is the fitted concentration of half-maximal effect; % is set by controls: 0 for no effect and ±100 for the full control effect; nearly all actives have a fitted effect of over 45% in size; many of its hits are not listed in these tables
# The depositor's hits bear a star; i = inactive; ? = inconclusive; nt = no result given; & = joins results of further samples; [ ] = another dose, or the depositor's remark. Unless noted, calls come from the whole dose curve; as a rule, active = well fitted curve in the direction sought with a large enough effect; inconclusive = small, poorly fitted or top-dose-only effect, or another doubt; inactive = no such curve, though single readings can be large; an effect the other way counts as inactive or inconclusive. A portion of the library; count on the stated rates, not on these rows.
Structure	EPAC2 agonist	pAkt inh	Mm-Cpn inhibitor	D3 antag	CCT modulator	D3 ag	PTHR1 ag	EPAC2 antagonist
O=C(COC(=O)/C=C/c1cccc(Cl)c1Cl)Nc1ccc2[nH]c(=O)[nH]c2c1	2.5%	i	1.8%	15.3	-1.0	4.5	i	-2.4%
Cn1c2c(c(=O)n(C)c1=O)C(NS(=O)(=O)c1ccc(Cl)cc1)(C(F)(F)F)C(=O)N2 (centres undefined)	11.8%	i	-0.2%	-9.5	-4.4	-13.7	-5.5%[57.5 µM]	-1.0%
CCN(CC)C(=O)C1=C(C)N(CCCN2CCCC2=O)C(=O)C(CC(=O)NCC2CCCCC2)C1 (centres undefined)	-2.3%	i	nt	4.6	2.6	1.8	-11.6%	4.7%
O=S(=O)(Nn1c(O)c(C=C2N=c3ccccc3=N2)sc1=S)c1ccccc1	-0.4%	i	-0.5%	-19.8	-2.8	-4.9	i	?
Cc1cc(C)cc(NC(=O)Cn2nnc(C(=O)NCc3ccc(F)cc3)c2N)c1	-1.6%	i	-0.1%	-12.1	-3.3	2.9	-19.8%	-13.5%
CCN(Cc1cccs1)C(=O)CN1C(=O)NC2(CCCc3ccccc32)C1=O (centres undefined)	3.4%	i	-1.7%	-12.8	-0.7	0.8	i	0.6%
O=S(=O)(c1ccccc1)c1cnc(-c2ccccc2)nc1N1CCCC1	11.2%	i	-7.4%	-9.4	-1.7	0.7	-13.4%	-12.1%
Cc1cccc(NC(=O)CNC(=O)c2ccc3nc[nH]c3c2)c1C	4.6%	i	1.4%	20.8	1.3	1.0	-0.4%	-5.0%
Cc1csc(OCc2ccc(C#N)cc2)n1	-9.3%	i	0.9%	17.2	-0.9	9.4	i	-4.7%
COc1cc(C(=O)N2CCC(n3cnc4cc(F)ccc43)CC2)cc(OC)c1OC	6.4%	i	?	1.8	-0.6	1.0	i	1.4%
Cc1ccc(C(=O)C2CCN(CC(=O)N3CCN(c4ccc(F)cc4)CC3)CC2)cc1	2.7%	i	0.3%	?	-2.4	-29.0	-17.7%	-4.5%
Cn1c(=O)c2c(nc(Sc3ncccn3)n2Cc2ccccc2Cl)n(C)c1=O	0.2%	i	-0.8%	15.3	1.1	18.2	i	7.5%
COc1ccc([C@H]2CC(=O)C=C(c3ccc(Cl)c(Cl)c3)C2)cc1	11.5%	i	-1.3%	-23.6	2.2	2.1	i	-8.8%
CCc1cc2c(=O)n(CC(=O)NCCc3ccc(OC)c(OC)c3)cnc2s1	-2.4%	i	1.1%	-1.8	-4.1	-0.3	i	2.3%
CN(CC(=O)Nc1ccccc1C(F)(F)F)C(=O)CCc1nc2ccccc2c(=O)[nH]1	-2.3%	i	0.3%	-15.9	0.1	4.0	i	18.5%

# The listing continues:
Structure	EPAC2 agonist	pAkt inh	Mm-Cpn inhibitor	D3 antag	CCT modulator	D3 ag	PTHR1 ag	EPAC2 antagonist
Cc1cc(C)c(C)c(S(=O)(=O)N2CCN(C(=O)CCc3nc4ccccc4c(=O)[nH]3)CC2)c1C	3.9%	i	1.1%	14.2	0.3	4.0	-11.9%	-18.7%
CCC/C(C)=C/c1ccc(CC)cn1	1.6%	i	-0.3%	15.5	0.7	0.0	i	0.4%
Cc1ccc(S(=O)(=O)NCC(=O)OC(C)C(=O)NC(=O)NC2CCCCC2)cc1C (centres undefined)	12.6%	i	0.6%	0.7	-2.9	1.9	-3.7%	-13.8%
C=CCOc1ccc(C2NC(=S)NC(C)=C2C(=O)c2ccccc2)cc1OC (centres undefined)	17.9%	i	-2.1%	4.2	-1.9	-14.4	-27.2%	0.1%
Cc1ccc(OCC(=O)NC(=S)Nc2ccc(S(=O)(=O)Nc3cc(C)on3)cc2)c(Br)c1	-13.2%	i	-0.2%	-3.2	-1.5	1.8	-16.3%	-28.1%
CC(C)c1nnc(NC(=O)CCC(=O)Nc2ccc(Cl)cc2)s1	10.0%	i	-5.5%	-10.9	-7.8	-14.8	-21.7%	18.0%
CNS(=O)(=O)c1cccc(C(=O)OCc2cc(Cl)cc3c2OCOC3)c1	22.8%	i	2.9%	14.9	0.2	7.0	?	-0.8%
Cn1c(=O)c2c(O)c([N+](=O)[O-])c(=O)n(C)c2n(C)c1=O	11.6%	i	2.0%	-14.0	-2.1	-3.3	-13.8%	12.7%
COCC(=O)N1CCC(Oc2ccc(C(=O)N[C@H](C(=O)OC)C(C)C)cc2)CC1	7.4%	i	-2.6%	-1.9	-2.5	1.5	-9.7%	1.9%
N#C/C(=C\c1ccc(-c2ccccc2C(=O)O)o1)c1nc2ccccc2[nH]1	11.5%	i	-0.4%	2.2	-1.2	-4.0&0.4	-16.4%&-7.2%	-5.3%
Nc1nc(-c2cc(Cl)cc(Cl)c2OC(F)F)cs1	7.1%	i	-1.1%	4.7	-1.2	-14.3	-8.2%	-17.9%
Cc1cccc(NC(=O)C2SC(=Nc3c(C)cccc3C)C(C(=O)N3CCOCC3)=C2N)c1 (centres undefined)	13.8%	i	2.3%	?	0.1	-12.4	-24.9%	-1.9%
Cc1ccc(NC(=O)CCN2C(=O)c3cccc([N+](=O)[O-])c3C2=O)c(Br)c1	7.6%	i	-2.5%	-18.8	1.8	-7.4	i	4.2%
O=C(NCc1ccccc1)NC1(C(=O)N2CCN(c3ccccc3)CC2)CCCCC1	-6.6%	i	1.3%	?	-1.1	0.1	i	2.6%
O=C(CSc1nncn1-c1ccccc1)Nc1ccccc1	3.4%	i	0.4%	-23.4	1.2	-9.6	-19.3%	16.8%

# Other entries:
Structure	EPAC2 agonist	pAkt inh	Mm-Cpn inhibitor	D3 antag	CCT modulator	D3 ag	PTHR1 ag	EPAC2 antagonist
C/C(=N\OCC(=O)Nc1ccccc1C(C)(C)C)c1ccc2c(c1)OCCO2	11.2%	i	0.6%	2.7	-1.5	2.6	-32.6%[inhibitor]	-14.8%
O/N=C(\C[n+]1ccccc1)c1ccc(Br)cc1	9.4%	i	-1.1%	-7.9	-1.4	-5.3	-1.7%	5.8%
COc1ccc(C(=O)Nc2ccccc2N2CCCC2)cc1S(=O)(=O)N1CCOCC1	3.7%	i	-1.2%	-6.5	-2.1	-3.5	i	9.0%
CCCn1c(SCC(=O)Nc2ccc(C(=O)Nc3ccccc3OC)cc2)n[nH]c1=O	9.7%	i	0.7%	-4.4	-2.6	6.4	-34.0%[inhibitor]	0.2%
COCCNC(=S)NNC(=O)c1cccs1	2.3%	i	-0.1%	-2.6	-0.3	-2.0	i	-10.2%
O=C(c1ccc(N2C(=O)CCC2=O)cc1)N1CCN(c2ccccc2)CC1	5.1%	i	-1.4%	8.0	0.1	3.8	-28.0%[57.5 µM]	-2.7%
c1ccc2nc3c(ccc4ccccc43)cc2c1	14.9%	i	nt	-4.7	-1.0	0.5	-12.5%	?
O=C(OCc1ccc(Br)cc1F)c1cc2ccccc2oc1=O	7.4%	i	-0.6%	-1.0	1.6	-7.4	-2.3%	-10.3%
O=C(Nc1ccc2c(c1)CN(Cc1ccccc1O)CC2)C1CCCO1 (centres undefined)	4.4%	nt	-1.1%	1.7	-0.3	-1.0	i	1.4%
O=C(N/N=C/c1cnc(N2CCOCC2)s1)c1ccccc1	18.3%	i	0.7%	-14.9	-0.7	-14.4	-0.3%	1.3%
COc1ccc(C(C(C(=O)c2cccs2)N2CCOCC2)N2CCOCC2)cc1OC (centres undefined)	-1.8%	i	0.5%	0.0	-0.4	-2.6	i	1.3%
Cn1c(=O)c2c(ncn2CC(=O)N(Cc2ccccc2)c2ccccn2)n(C)c1=O	1.9%	i	-0.3%	12.9	-2.1	-3.2	0.0%[57.5 µM]	0.3%
O=C1CC(c2ccccc2)C(=O)N2C(=O)CC(c3ccccc3)C(=O)N12 (centres undefined)	7.4%	i	nt	-14.2	-3.9	0.9	-12.5%	-9.4%
Cc1ccc(CN2[C@@H](CC3CCCCC3)COCCS2(=O)=O)cc1	-13.2%	i	3.1%	43.8	-0.6	10.7	i	-12.9%
O=C(c1ccccc1Oc1ccccc1)N1CCN(c2ccccc2)CC1	22.2%	i	-5.5%	-8.3	-5.4	1.3	i	-5.8%

# (next part)
Structure	EPAC2 agonist	pAkt inh	Mm-Cpn inhibitor	D3 antag	CCT modulator	D3 ag	PTHR1 ag	EPAC2 antagonist
CSCCC(NC(=O)c1ccccc1)C(=O)OCC(=O)Nc1ccc(C)c(Cl)c1 (centres undefined)	2.9%	i	0.3%	0.4	1.6	-2.0	i	-6.6%
COc1ccc(N2CCN(CCCn3cnc4c(SC)ncnc43)CC2)cc1	7.7%	i	nt	-0.5	1.2	-4.6	-20.3%	0.4%
N#Cc1ccccc1NC(=S)NC(=O)c1cccnc1	0.5%	i	0.9%	13.6	0.7	2.4	i	-4.3%
COc1cc2c(cc1OC)CN(CC(=O)Nc1cccc(C(F)(F)F)c1)CC2	-7.5%	i	-0.7%	?	1.0	-20.0	i	3.1%
O=C(NCCc1c[nH]c2ccccc12)c1cncc(Br)c1	-0.1%	i	2.0%	0.8	-0.7	-3.2	-1.6%	-1.1%
Cc1nnc(NC(=O)CS(=O)(=O)Cc2ccccc2)s1	8.0%	i	0.2%	-12.9	-1.0	-7.1	14.6%	-2.0%
CCn1ncc(/C=N\NC(=O)c2csc3ccccc23)c1C	-13.4%	i	0.7%	-18.1	-0.2	-4.5	-15.1%	-6.8%
c1ccc2c(c1)Sc1ccccc1-n1cnnc1-2	3.8%	i	-0.8%	-19.3	-1.4	-16.2	i	13.2%
CC(C)c1cccc(-c2csc(C(C)(O)c3ccncc3)n2)c1 (centres undefined)	11.0%	i	nt	9.8	0.2	6.3	-44.5%[inhibitor]	-28.2%
CN1CCN(S(=O)(=O)c2cnccc2N2CCN(c3cccc(Cl)c3)CC2)CC1	8.6%	i	0.4%	6.1	0.5	1.6	-23.6%	-0.4%
O=C1CC(c2ccccc2)CC(O)=C1C=NCc1ccco1 (centres undefined)	1.0%	i	1.5%	-56.6*	0.5	-19.8	-42.4%[inhibitor][57.5 µM]	13.2%
CCOC(=O)c1c[nH]n(-c2ccc(C)cc2)c1=O	-3.9%	i	-1.9%	-27.2	-1.0	-13.2	-21.1%	8.4%
